Screens deposited in PubChem by National Center for Advancing Translational Sciences (NCATS).
MCF10A rereplic: A quantitative high throughput screen for small molecules that induce DNA re-replication in MCF 10a normal breast cells; Potency, µM (top dose mostly 46.1 µM), for the others: top-dose activity, positive = re-replication, actives largely listed as activators; 350,000 tested, 2.9% active; MCF 10A DNA re-replication, Hoechst nuclear intensity, 48 h; note: % of control where 0% means no effect; nearly all actives have a fitted effect of over 50% in size
Nrf2 inh: Nrf2 qHTS screen for inhibitors. A549 ARE-Fluc reporter, luciferase luminescence, 18-24 h. Potency, µM (highest dose often 46 µM), without a hit: at the top dose activity change, negative = inhibition, usual class: inhibitors. 360,000 tested, 2.1% active. AID 504444, 2011; note: % is set by controls: 0 for no effect and ±100 for the full control effect; nearly all actives have a fitted effect of over 60% in size
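Nrf2 function is reported as luminescence of an ARE-controlled luciferase in A549 cells. Compounds were tested at several concentrations, and a CellTiter-Fluor read on the same wells flagged cytotoxicity.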
TGFb SMAD3 inh: qHTS for Inhibitors of TGF-b; HepG2 CAGA-GFP TGF-b/SMAD3 reporter, GFP fluorescence, 18 h; TGF-beta stimulated, 500 pg/mL final; Potency, µM (titrated, usually from 46.1 µM), inactives show at the top dose activity, negative = inhibition, hits mostly inhibitors; 410,000 tested, 1.2% active; AID 588855, 2011; note: % is set by controls: 0 for no effect and ±100 for the full control effect; nearly all actives have a fitted effect of over 65% in size
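TGF-beta reporter screen: HEPG2 CAGA-GFP, 1% FBS, 500 pg/mL TGF-beta final, 18 h; per-cell GFP summed per well; curves fitted and categorized by class.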
HepG2 viability: qHTS for Inhibitors of TGF-b: Cytotox Counterscreen; HepG2 CAGA-GFP viability, ATP luminescence, 18 h; Potency, µM (series often up to 46.1 µM), for inactives: at the highest dose activity change, negative = cytotoxicity, hits mostly cytotoxic; 410,000 tested, 0.76% active; AID 588856, 2011; note: some results filed as inactive show a strong effect at the top dose
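HepG2 CAGA-GFP cells (1000/well, DMEM with 1% FBS) received compound, then TGF-beta at 500 pg/mL final, and were incubated 18 hours at 37 degrees C. Viability was read by CellTiter-Glo luminescence. Media-only wells were set as complete cell-killing and DMSO as no toxicity.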
ATXN2 expr inh: Primary qHTS for Inhibitors of ATXN expression. HEK-293 ATXN2-luciferase reporter, luminescence, 24 h. Potency, µM (doses to about 57 µM), inactives show at the top dose activity change, negative = inhibition, hits mostly inhibitors. 360,000 tested, 0.72% active. AID 1745845, 2022; note: % is set by controls: 0 for no effect and ±100 for the full control effect; nearly all actives have a fitted effect of over 55% in size
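ATXN2-luciferase reporter cells (luciferase flanked by upstream and downstream ATXN2 gene portions) were treated 24 h at 37 °C with compounds at up to 57 uM. SteadyGlo luminescence gave expression; GF-AFC fluorescence gave viability.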
EPAC2 antag: qHTS for Antagonist of cAMP-regulated guanine nucleotide exchange factor 2 (EPAC2): primary screen. Rap guanine nucleotide exchange factor 4 (Homo sapiens), Q8WZA2. EPAC2 GEF exchange of Rap1B-BODIPY-GDP, fluorescence. Potency, µM (titrated, usually from 114 µM), for the others: at the highest dose activity, negative = inhibition, hits mostly inhibitors. 360,000 tested, 0.18% active. AID 720708, 2013; note: % is set by controls: 0 for no effect and ±100 for the full control effect; nearly all actives have a fitted effect of over 45% in size; many of its hits are not listed in these tables
Target sequence (Q8WZA2 whole entry, looked up): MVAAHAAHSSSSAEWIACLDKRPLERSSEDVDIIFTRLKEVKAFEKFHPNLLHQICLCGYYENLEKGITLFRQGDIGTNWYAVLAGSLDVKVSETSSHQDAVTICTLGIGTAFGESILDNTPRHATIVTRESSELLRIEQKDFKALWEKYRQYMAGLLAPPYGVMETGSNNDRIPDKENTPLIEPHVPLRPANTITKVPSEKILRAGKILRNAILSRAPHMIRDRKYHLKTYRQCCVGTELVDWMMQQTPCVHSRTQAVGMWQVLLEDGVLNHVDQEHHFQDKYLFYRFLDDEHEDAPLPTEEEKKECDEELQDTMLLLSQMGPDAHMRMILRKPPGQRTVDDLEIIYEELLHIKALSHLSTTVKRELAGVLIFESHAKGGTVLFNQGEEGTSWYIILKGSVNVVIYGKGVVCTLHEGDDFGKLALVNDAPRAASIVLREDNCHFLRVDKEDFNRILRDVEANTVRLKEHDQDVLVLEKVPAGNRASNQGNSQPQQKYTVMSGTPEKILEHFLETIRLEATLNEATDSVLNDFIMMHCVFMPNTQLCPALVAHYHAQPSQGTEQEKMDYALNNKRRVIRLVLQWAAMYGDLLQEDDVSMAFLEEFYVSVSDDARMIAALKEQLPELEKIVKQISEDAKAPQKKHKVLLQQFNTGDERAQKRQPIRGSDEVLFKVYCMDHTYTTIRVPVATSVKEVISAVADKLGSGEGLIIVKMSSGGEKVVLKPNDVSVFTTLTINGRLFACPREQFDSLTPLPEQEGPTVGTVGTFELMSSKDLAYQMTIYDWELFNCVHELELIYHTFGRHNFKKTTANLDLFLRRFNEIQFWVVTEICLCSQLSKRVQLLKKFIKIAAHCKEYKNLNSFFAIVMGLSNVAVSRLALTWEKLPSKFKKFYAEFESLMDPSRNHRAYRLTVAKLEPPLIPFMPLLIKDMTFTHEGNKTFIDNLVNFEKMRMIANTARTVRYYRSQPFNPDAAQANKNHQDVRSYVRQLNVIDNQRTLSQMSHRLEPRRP
A549 viability: Nrf2 qHTS screen for inhibitors: counterscreen for cytotoxicity; A549 ARE-Fluc cells, CellTiter-Fluor viability, 18-24 h; Potency, µM (series often up to 46 µM), inactives show top-dose activity change, negative = cytotoxicity, hits mostly inhibitors; 390,000 tested, 0.16% active; AID 504648, 2011; note: % is set by controls: 0 for no effect and ±100 for the full control effect
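Cytotoxicity counterscreen: CellTiter-Fluor fluorescence was measured in A549 ARE_Fluc cells after 18-24 h of compound exposure in a concentration series. The subsequent BugLite luminescent read reports ARE-luciferase activity.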
ATXN viability: Viability Counterscreen for Primary qHTS for Inhibitors of ATXN expression; S2 cells (HEK-293 line with an ATXN2-luciferase reporter) viability, CellTiter-Fluor protease fluorescence, 24 h; Potency, µM (series often up to 56.7 µM), usual class: cytotoxic; 400,000 tested, 0.49% active; AID 651635, 2014; note: nearly all actives have a fitted effect of over 40% in size
Nrf2 ARE act: qHTS of Nrf2 Activators | AREc32 ARE-luciferase reporter (MCF7-derived line), luminescence, 24 h | Potency, µM (titrated, usually from 46.1 µM), inactives show at the highest dose activation, hits mostly activators | 410,000 tested, 0.31% active; note: % of control where 0% means no effect; nearly all actives have a fitted effect of over 65% in size
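For detection, Steady-Glo was added and plates sat 30 min at RT; before that, AREc32_Fluc cells grown overnight in OPTI-MEM/5% FBS had been treated with 23 nL compound for 24 hr at 37 deg C.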
Starred values were filed as active, the others as inactive; i = inactive; ? = inconclusive; . = not tested or not shown; [ ] = another dose, or the depositor's remark. Calls come from the whole dose curve; as a rule, active = well fitted curve in the direction sought with a large enough effect; inconclusive = small, poorly fitted or top-dose-only effect, or another doubt; inactive = no such curve, though single readings can be large; an effect the other way counts as inactive or inconclusive. Potency is the fitted concentration of half-maximal effect. A portion of the library; count on the stated rates, not on these rows.

No. | Molecule | MCF10A rereplic | Nrf2 inh | TGFb SMAD3 inh | HepG2 viability | ATXN2 expr inh | EPAC2 antag | A549 viability | ATXN viability | Nrf2 ARE act
1 | C#CC(C)(CC)NC(=O)Cn1nnc(-c2ccc(OCc3c(F)cccc3Cl)cc2)n1 (stereo not drawn) | . | ? | . | -26% | . | . | -10% | . | 0.6%
2 | Oc1ccc(Cl)cc1CNc1ccccn1 | 8% | 9% | 9% | 1% | 8% | -30% | 2% | i | -0.2%
3 | O=C(Nc1nnc(C2COc3ccccc3O2)o1)c1ccc(F)cc1 (stereo not drawn) | 13% | -15% | ? | -19% | ? | 10% | 0% | i | -0.8%
4 | CCCc1nc2oc3cc(OC)ccc3c(=O)c2c(=O)n1Cc1ccco1 | 16% | ? | -9% | -24% | -8% | -2% | -5% | ? | -0.6%
5 | COc1ccc(Cl)cc1C(=O)NNC(=O)CN1C(=O)C2CC=CCC2C1=O (stereo not drawn) | -2% | 4% | 10% | -2% | ? | -7% | -3% | ? | 4.3%
6 | NC(=O)c1ccc(SCC(=O)OCC(=O)NCc2cccs2)c([N+](=O)[O-])c1 | 21% | 3% | -1% | -9% | 5% | 0% | 3% | ? | -0.7%
7 | COc1ccc2c(C)cc(SCC(=O)NC3CCCCC3)nc2c1 | ? | -11% | 8% | 3% | -29% | -1% | 12% | i | 2.0%
8 | Nc1c(-c2cccs2)cnc2c(-c3ccc(F)cc3)cnn12 | 15% | ? | 2% | 0% | 98%[activator] | -18% | -5% | i | 3.0%
9 | COc1ccc2cc3c(N)nn(C(=O)c4ccc(OC)c(OC)c4)c3nc2c1 | . | ? | 2% | -23% | 7% | . | 3% | i | 0.2%
10 | CCOC(=O)c1c(CN(CC)CC)oc2ccc(OC)cc12 | 22% | 2% | -9% | -23% | 4% | -1% | -1% | i | 0.0%
11 | Cc1cc(C(=O)NNC2CC(=O)N(c3ccc4ccccc4c3)C2=O)c(C)o1 (stereo not drawn) | -4% | -14% | 12% | -2% | -2% | -12% | 2% | i | 0.4%
12 | COc1ccccc1N(CC(=O)NC1CCCCC1)S(=O)(=O)c1ccccc1 | 1% | 6% | 1% | 1% | 0% | -1% | -17% | i | -0.4%
13 | CCN(CC)CCOC(=O)c1ccc(NC(=O)c2nn(-c3ccc(C)cc3)c(=O)c3c2c2ccccc2n3C)cc1 | . | 8% | 4.5µM* | 3.5µM* | . | . | 2% | . | ?
14 | Cc1cc(C)n2nc(-c3cccc(Br)c3)cc2n1 | 3% | ? | -1% | -5% | 93%[activator] | 0% | 8% | i | ?
15 | CCc1cc(C(=O)N2CCCC(C(=O)c3cccc4ccccc34)C2)n(C)n1 (stereo not drawn) | 18% | ? | -10% | -24% | -17% | -5% | -4% | ? | 3.6%
16 | CCOc1ccc(N(CC(=O)NC2CCCCC2)C(=O)CCC(=O)Nc2nccs2)cc1 | -5% | 1% | 5% | 14% | -4% | -4% | -4% | i | -0.7%
17 | Cc1ccc2c(c1)C1CN(C)CCC1N2C(=O)COc1ccc(N(C)S(=O)(=O)c2cccs2)cc1 (stereo not drawn) | 2% | 2% | -25% | -18% | 0% | -3% | 1% | i | 2.6%
18 | Cc1ccc(CSc2nnc(-c3ccco3)o2)cc1 | 3% | ? | 17% | 2% | 67%[activator] | -5% | 5% | i | 0.4%
19 | O=C(CSc1nnnn1-c1ccc(Cl)cc1)NC(=O)Nc1ccc2c(c1)OCCO2 | -5% | ? | -12% | -33% | 40%[activator] | 4% | 2% | i | 3.3%
20 | CCOC(=O)N1CCN(C(=O)Nc2sc3nc4n(c(=O)c3c2C)CCC(C)CC4)CC1 (stereo not drawn) | 8% | 12% | -3% | -4% | 5% | -4% | -3% | i | -0.1%
21 | Cc1cc(C(=O)Nc2ccc(N3CCCCC3)cc2)no1 | 6% | ? | 3% | -1% | 27% | 12% | -3% | i | -1.7%
22 | COc1ccc(N2CCN(Cc3nc4c(c(=O)n(C)c(=O)n4C)n3CC(C)=O)CC2)cc1 | -1% | ? | -3% | -22% | -11% | 8% | -3% | i | -0.7%
23 | COC(=O)C1C/C(=N/NS(=O)(=O)c2ccc(C)cc2)CS1 (stereo not drawn) | 6% | 8% | 2% | 6% | 7% | -1% | 3% | i | -0.7%
24 | O=C(/C=C/c1ccc(NC(=O)c2ccccc2-c2ccccc2C(=O)O)cc1)c1ccccc1 | ? | -11% | ? | -70% | . | -20% | -16% | i | ?
25 | O=C(CSc1nnc(CN2CCOCC2)n1-c1ccccc1)N1CCc2ccccc21 | ? | 3% | -1% | -3% | -23% | 4% | 4% | i | 0.2%
26 | Cc1ccc(S(=O)(=O)CCC(=O)Nc2ccc3nc(C)sc3c2)cc1 | 2% | ? | ? | -20% | . | -1%[57.1 µM] | 0% | i | 5.9%
27 | Cc1ccc(NS(=O)(=O)c2ccc(NC(=O)c3ccc(-c4ccccc4)cc3)cc2)c(C)c1 | -4% | ? | -3% | 10% | ? | 0% | -4% | ? | -0.5%
28 | CN(C)S(=O)(=O)c1ccc(C(=O)Nc2nc(-c3cc4ccccc4o3)cs2)cc1 | 4.6µM* | 6.5µM* | ? | -42% | -27% | 0% | -18% | i | 0.4%
29 | O=C(CCS(=O)(=O)c1ccccc1)OCc1ccc([N+](=O)[O-])cc1 | 0% | 3% | 17% | 8% | 1% | 1% | 3% | i | 0.9%
30 | COCc1c(C#N)c(NCc2cc(OC)c(OC)c(OC)c2)nc(C)c1[N+](=O)[O-] | ? | ? | -1% | -13% | -30% | -26% | -1% | i | 0.7%
31 | CCn1c(N2CCN(S(=O)(=O)CC)CC2)nc2ccccc21 | -6% | 9% | 6% | 0% | 3% | -5% | 2% | i | 1.6%
32 | CC(=O)Oc1ccc2c(c1)CCC1C2CCC2(C)C(OC(C)=O)CCC12 (stereo not drawn) | ? | ? | 0% | -49% | -12% | -7% | -1% | i | 0.0%
33 | Cc1cc(C)n(-c2ccc(C(=O)N3CCN(S(=O)(=O)c4cccc(Br)c4)CC3)cc2)n1 | ? | ? | ? | -41% | ? | -6% | -18% | i | 1.9%
34 | CCOC(=O)CSc1[nH]c(=O)cc(C)c1C#N | 1% | -5% | 1% | -13% | -5% | 0% | -11% | i | 2.3%
35 | COc1ccccc1[C@H]1C(c2cccc(Cl)c2)=NN(c2ccccc2)[C@@H]1CO | ? | ? | 13µM* | 13µM* | ? | -28% | ? | . | -3.4%
36 | Cc1ccc(C(=O)N2CCc3ccccc3C2)cc1S(=O)(=O)N1CCOCC1 | ? | -10% | 3% | -5% | 4% | 11% | -8% | i | 0.3%
37 | CCCCN1C(=O)C(CC(=O)NCCc2ccccn2)CC(C(=O)N(CC)CC)=C1C (stereo not drawn) | . | . | 16% | -2% | 1% | 2% | . | i | -0.3%
38 | COc1ccc(/C=C2\SC(=S)N(CC3CCCO3)C2=O)cc1 (stereo not drawn) | -14% | 2% | 4% | 7% | 45%[activator] | 9% | 0% | i | 4.1%
39 | CC(C)Cn1c(N)c(C(=O)COC(=O)c2cccc(Cl)c2)c(=O)n(C)c1=O | 3% | ? | -9% | 12% | -9% | 2% | -13% | i | 3.2%
40 | COc1ccc(NC(=O)CSC2=Nc3ccccc3C3=NC(CCC(=O)NCc4ccc(F)cc4)C(=O)N23)cc1Cl (stereo not drawn) | . | ? | -25% | -43% | -27% | . | -26% | ? | 0.2%
41 | CCC(CO)n1cnnc1-c1ccncc1 (stereo not drawn) | -1% | ? | 2% | -1% | -10% | -2% | -7% | i | -0.5%
42 | CNc1cc(C)nc(-n2nc(C)cc2C)n1 | -3% | ? | 22% | 13% | 21% | 9% | -1% | ? | -0.6%
43 | COCCCn1c(SCC(=O)Nc2nc3ccccc3s2)nnc1-c1ccoc1C | 8% | ? | 5% | -14% | -6% | -9% | -3% | i | 2.1%
44 | COc1ccc(N2CCN(C(=O)COC(=O)c3ccc(OC(F)F)cc3)CC2)cc1 | 0% | 2% | 1% | 5% | 3% | 5% | 5% | i | -0.1%
45 | COc1ccc(OC)c2sc(N(Cc3cccnc3)C(=O)c3ccco3)nc12 | . | . | 0% | -19% | . | . | 11% | . | 3.5%
46 | Cc1cc(C)cc(NC(=S)Nc2ccccn2)c1 | 0% | 7% | ? | -44% | 32%[activator] | 8% | 13% | i | 17%
47 | CCc1ccc(NC(=O)C(C)OC(=O)c2ccc(NS(=O)(=O)c3ccc(C)c([N+](=O)[O-])c3)cc2)cc1 (stereo not drawn) | ? | 21µM* | ? | -2% | -25% | -9% | ? | ? | 3.2%
48 | CC(C)[C@H](NC(=O)N1c2ccccc2NC(=O)[C@@H]1C(C)C)C(=O)N1CCC(C(=O)O)CC1 | 0% | 14% | 1% | -4% | 18% | 6% | 4% | i | 0.0%
49 | Cc1ccc(NC(=O)/C=C/c2ccc3c(c2)OCO3)nc1 | ? | ? | 1% | -1% | 41%[activator] | -2% | -1% | ? | 2.3%[9.22 µM]
50 | Cc1cc(C(=O)N/N=C/c2ccc(N3CCOCC3)cc2)c(C)o1 | ? | 7% | 0% | -36% | 0% | 1% | 0% | i | 3.4%
51 | COc1ccc(/C=C/C(=O)Nc2ccc3c(c2)CCC3)cc1OC | 24% | ? | 0% | -10% | -13% | -19% | -19% | i | 2.6%

Shown as labelled records: three of the compounds above
#50 Cc1cc(C(=O)N/N=C/c2ccc(N3CCOCC3)cc2)c(C)o1
  MCF10A rereplic = ?; Nrf2 inh = 7%; TGFb SMAD3 inh = 0%; HepG2 viability = -36%; ATXN2 expr inh = 0%; EPAC2 antag = 1%; A549 viability = 0%; ATXN viability = i; Nrf2 ARE act = 3.4%
#42 CNc1cc(C)nc(-n2nc(C)cc2C)n1
  MCF10A rereplic = -3%; Nrf2 inh = ?; TGFb SMAD3 inh = 22%; HepG2 viability = 13%; ATXN2 expr inh = 21%; EPAC2 antag = 9%; A549 viability = -1%; ATXN viability = ?; Nrf2 ARE act = -0.6%
#33 Cc1cc(C)n(-c2ccc(C(=O)N3CCN(S(=O)(=O)c4cccc(Br)c4)CC3)cc2)n1
  MCF10A rereplic = ?; Nrf2 inh = ?; TGFb SMAD3 inh = ?; HepG2 viability = -41%; ATXN2 expr inh = ?; EPAC2 antag = -6%; A549 viability = -18%; ATXN viability = i; Nrf2 ARE act = 1.9%
